GlmU inhibition: inhibition of mycobacterial GlmU enzyme – biochemical, glucosamine-1-phosphate acetyltransferase (AID 1376); M. tuberculosis GlmU acetyltransferase enzyme assay; higher % means a stronger effect; inhibition, %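 (tested at 30 µM in the primary screen)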; hits with a dose series show IC50 in µM; 0.25% of 220,000 active; in the data active = inhibition above about 13%; inconclusive = no clear call, values can overlap the other calls;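 also: 0% = complete reaction with vehicle and 100% = reaction without substrate; strong numbers were not always called active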
RmlCD inh 1536: blocks M. tuberculosis RmlC and RmlD coupled enzymes | P9WH09+P9WH11 | RmlC+RmlD coupled enzyme assay, percent inhibition; primary screen in compound mixtures | inhibition, % at 3.6 µM | 0.03% of 160,000 active | AID 1533; in the data active = inhibition mostly above about 34%, no sharp cut-off; inconclusive = no clear call, values can overlap the other calls; inactive = mostly below about 22%; also: some results filed as inactive read as strong as hits
Target sequence (P9WH09 whole entry, looked up): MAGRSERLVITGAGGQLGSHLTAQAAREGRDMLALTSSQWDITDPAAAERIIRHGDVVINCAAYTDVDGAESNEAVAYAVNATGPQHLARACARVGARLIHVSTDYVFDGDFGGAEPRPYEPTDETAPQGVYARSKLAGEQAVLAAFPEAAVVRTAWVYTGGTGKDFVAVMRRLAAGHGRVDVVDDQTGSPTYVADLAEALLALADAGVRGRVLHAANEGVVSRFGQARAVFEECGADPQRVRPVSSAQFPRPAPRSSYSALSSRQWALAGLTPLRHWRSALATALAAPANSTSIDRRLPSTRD
Target sequence (P9WH11 whole entry, looked up): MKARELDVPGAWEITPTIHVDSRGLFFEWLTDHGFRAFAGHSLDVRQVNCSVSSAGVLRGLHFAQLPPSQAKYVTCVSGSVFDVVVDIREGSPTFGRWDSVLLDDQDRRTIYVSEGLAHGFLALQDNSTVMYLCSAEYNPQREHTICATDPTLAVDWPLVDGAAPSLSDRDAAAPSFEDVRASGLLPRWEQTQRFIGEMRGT
The depositor's hits bear a star; ? = inconclusive; . = no result given; & = joins results of further samples.

SMILES	GlmU inhibition	RmlCD inh 1536
CCOc1ccccc1C1C(C(N)=O)=C(C)Nc2nc(CCCO)nn21 (configuration not stated)	0.6%	7
O=C(NCC1CCCO1)c1cc(-c2ccncc2)nc2ccc(S(=O)(=O)N3CCOCC3)cc12 (configuration not stated)	-2.6%	.
CCOC(=O)CN(C(=O)Cn1nnc(-c2ccc(C)cc2)n1)C(CC)C(=O)NC1CCCC1 (configuration not stated)	-1.8%	.
Cc1[nH]c2ccc(-c3nnc(SCC(=O)NCc4ccco4)n3Cc3ccccc3)cc2c1C	-0.3%	?
O=C(CO/N=C/c1ccc(OC(F)F)cc1)NCc1ccco1	-3.8%	59
CCc1ccc(N(CC(=O)Nc2ccc(NC(C)=O)cc2)S(=O)(=O)c2ccccc2)cc1	4.7%	-10
CN(C)c1nc(NCc2ccccc2)nc(Oc2ccc(=O)[nH]n2)n1	-0.9%	.
O=S(=O)(c1ccc(N2CCN(CCO)CC2)nc1)N1CCCCC1	-2.7%	.
Cc1sc(N2C(=O)C3C4C=CC(C4)C3C2=O)c(C#N)c1C (configuration not stated)	-1.6%	-14
O=C(O)CCCn1cc(NC(=O)c2cccc(F)c2)cn1	-8.2%	9
Cc1nc2nc[nH]n2c(=O)c1CCOC(=O)c1c(F)cccc1F	-0.5%	.
Cc1ccnc2nc(C(=O)NCCc3ccc(F)cc3)nn12	-8.3%	10
Cc1cc(C)cc(OCC(=O)Nc2ccccc2C(=O)NCc2ccco2)c1	-4.5%	-8
O=C(C[n+]1cccc2ccccc21)c1ccc(NC(=O)c2ccccc2)cc1	-2.0%	12
CCOC(=O)C1C(=O)NC(c2ccccc2)=NC1c1ccc(O)c(OC)c1 (configuration not stated)	0.7%	5
Cc1cccn2c(=O)c3cc(S(=O)(=O)c4ccccc4)c(=N)n(Cc4ccco4)c3nc12	8.7%	-9
CCOC(=O)C1=C(O)/C(=C\c2ccc(CNC(=O)C(=O)Nc3ccccc3)o2)N=C1C	-2.5%	2
Cc1ccc(/C=N/NC(=O)C2(O)c3ccccc3-c3ccccc32)o1	-9.2%	.
Cc1ccc(C)c2[nH]c(=O)c(CN(Cc3cccs3)C(=S)NCc3ccco3)cc12	2.2%	.
O=C(NCc1ccco1)C(c1ccc(F)cc1)N(C(=O)Cc1cccs1)c1cccnc1 (configuration not stated)	-5.3%	3
Cc1ccc(CN2CCN(/N=C/c3cccnc3)CC2)cc1	2.0%	10
O=C(CNC(=O)c1cccc(F)c1)OCC(=O)N1CCCc2ccccc21	-2.4%	.
CC(=O)CC(=O)NC(=NC1CCCCC1)Nc1nc(C)cc(C)n1	-0.9%	-2
CCn1c(CSc2nc(C)cc(C)n2)nnc1SCC(N)=O	-1.6%	-11
O=C(CC1NCCN(Cc2ccccc2)C1=O)Nc1ccc(Cl)cc1 (configuration not stated)	0.6%	-5
COc1ccc(OC)c(C2C3CN(C(C)C)CC=C3C(C#N)=C(N)C2(C#N)C#N)c1 (configuration not stated)	5.1%	20
O=C(Cc1ccccc1)NC(Nc1cccc2ccccc12)C(Cl)(Cl)Cl (configuration not stated)	6.8%	8
CCOC(=O)CCNCc1ccc(OC)c(OC)c1	0.3%	0
CCOc1c(Cl)cc(C(=O)Nc2ccccc2C(=O)O)cc1Cl	3.9%	.
N#Cc1nnn(-c2ccc(Cl)cc2)c1N	7.9%&-2.8%	-5&8

The closing 2 entries of the section before lead into the next.
SMILES	GlmU inhibition	RmlCD inh 1536
CCOc1c(Cl)cc(C(=O)Nc2ccccc2C(=O)O)cc1Cl	3.9%	.
N#Cc1nnn(-c2ccc(Cl)cc2)c1N	7.9%&-2.8%	-5&8
CCOC(=O)C1(Cc2ccc(Cl)cc2)CCN(Cc2cnc(N)nc2)CC1	-0.8%	11
O=C1CN(C(=O)c2ccc(Br)o2)C(c2ccc(F)cc2)c2cc(F)ccc2N1 (configuration not stated)	3.2%	.
CCc1cccc(NC(=O)c2cc(OC)c(OC)c(OC)c2)c1	-0.3%	.
O=C(Nc1ccc(Oc2ccc(Cl)cc2)cc1)c1ncn[nH]1	-5.1%	.
CC(C)CCNC(=O)CCCC1=NS(=O)(=O)c2ccccc2N1	0.6%	.
COc1cccc(NC(=S)NCc2ccco2)c1	1.2%	-1
O=C(Nc1cc(S(=O)(=O)N2CCOCC2)ccc1-n1cncn1)c1ccc(Cl)cc1	5.0%	10
O=C(CCCNC(=O)/C(=C/c1ccc(F)cc1)NC(=O)c1ccccc1)OCc1ccccc1	-0.6%	30
CNS(=O)(=O)c1ccc(N=Cc2c(O)n(-c3cccc(C)c3)c(=O)[nH]c2=O)cc1	-0.5%	2
Cc1noc(C(=O)Nc2sc3c(c2C#N)CCC3)c1Cl	2.9%	108
C=C1CCN(C(C)C(=O)O)S(=O)(=O)c2ccccc21 (configuration not stated)	4.8%	.
O=C(c1ccncc1)N1CCN(C(=O)c2cccs2)CC1	1.1%	7
Cc1ccc(/C(N)=N/OC(=O)C23CC4CC(CC(C4)C2)C3)cc1	3.2%	.
CC(C)Oc1cccc(C(=O)NC(=S)Nc2ccc(N3CCN(C)CC3)cc2)c1	-15%	5
COc1ccc(NC2=CC(=O)CC(c3ccc(C)cc3)C2)c(OC)c1 (configuration not stated)	0.5%	.

Some of the entries so far, with each value named.
O=C(Nc1ccc(Oc2ccc(Cl)cc2)cc1)c1ncn[nH]1
  GlmU inhibition: -5.1%
  RmlCD inh 1536: .
CC(C)CCNC(=O)CCCC1=NS(=O)(=O)c2ccccc2N1
  GlmU inhibition: 0.6%
  RmlCD inh 1536: .
COc1cccc(NC(=S)NCc2ccco2)c1
  GlmU inhibition: 1.2%
  RmlCD inh 1536: -1
O=C(Nc1cc(S(=O)(=O)N2CCOCC2)ccc1-n1cncn1)c1ccc(Cl)cc1
  GlmU inhibition: 5.0%
  RmlCD inh 1536: 10

Going on with the list:
SMILES	GlmU inhibition	RmlCD inh 1536
COC(=O)c1ccc(C2C(C(C)=O)=C(C)Nc3ncnn32)cc1 (configuration not stated)	1.1%	-7
Cc1onc(-c2ccccc2)c1-c1ccnn1C(=O)NC(C)C	0.4%	-14
CCCSCCCNC(=O)Cn1cc2c(n1)CCC(C)C2 (configuration not stated)	0.7%	-3
O=C(Nc1ccc(N2CCOCC2)cc1)C1(S(=O)(=O)c2ccccc2)CC1	1.3%	.
COc1ccc(CN(C)CC(=O)Nc2ccccc2C(F)(F)F)c(OC)c1	-2.8%	-8
O=C(CN1CCOCC1)N/N=C/c1ccc(-c2ccc(C(=O)O)cc2)o1	-5.1%	-6
COCCn1c(SCC(=O)Nc2ccc(S(=O)(=O)N3CCOCC3)cc2)nc2ccccc21	1.0%	-6
O=C(c1ccc2c(c1)OCCO2)N1CCCC(CNS(=O)(=O)c2cccs2)C1 (configuration not stated)	-4.5%	46
O=S(=O)(c1cccs1)N1CCN(c2ccc(O)cc2)CC1	4.5%	4
Cc1ccc(S(=O)(=O)N2CCN(C(=O)c3nn(C(C)C)c(=O)c4ccccc34)CC2)cc1C	1.0%	-10
O=C(CSc1cccc[n+]1[O-])C12CC3CC(CC(C3)C1)C2	1.8%	5
CSc1c(CC(=O)Nc2ccc(F)cc2)n(Cc2ccccc2)c2ccccc12	-0.5%	5
Cc1ccccc1OCc1nc(-c2ccc(Br)o2)no1	1.4%	-3
Cc1ccc[n+](CC(=O)c2ccc(NC(=O)c3ccccc3)cc2)c1	-2.3%	1
O=C(CNC(=O)c1ccc(Cl)cc1)N/N=C/c1cccnc1	0.5%	-11

For convenience, 3 of the compounds above.
SMILES	GlmU inhibition	RmlCD inh 1536
CCOc1ccccc1C1C(C(N)=O)=C(C)Nc2nc(CCCO)nn21 (configuration not stated)	0.6%	7
O=C(NCC1CCCO1)c1cc(-c2ccncc2)nc2ccc(S(=O)(=O)N3CCOCC3)cc12 (configuration not stated)	-2.6%	.
CCOC(=O)CN(C(=O)Cn1nnc(-c2ccc(C)cc2)n1)C(CC)C(=O)NC1CCCC1 (configuration not stated)	-1.8%	.

(cont.)
SMILES	GlmU inhibition	RmlCD inh 1536
CC(=O)OCc1cc(-c2nn(C)c(=O)c3ccccc23)ccc1C	0.6%	9
CN(C)CC(=O)Nc1ccc2cn[nH]c2c1	1.4%	.
Nc1ccc2c(c1)N1CCN=C1S2	4.9%	.
Cn1c2ccc(F)cc2c2ncn(CC3CCCO3)c(=O)c21 (configuration not stated)	-0.2%	8
CCOC(=O)c1ccc(NC(=O)CC2C(=O)N(c3cccc(OC)c3)C(=O)N2CCOC)cc1 (configuration not stated)	-4.3%	18
COc1ccc(C)cc1NC(=O)C(NC(=O)c1cc(OC)c(OC)c(OC)c1)C(C)C (configuration not stated)	-1.8%	-4
C#CCOCCOCCOCCNc1nc(N2CCN(C(=O)[C@H](Cc3ccc(O)cc3)n3cc([C@@H](N)C(C)CC)nn3)CC2)nc(N2CCN(C(=O)[C@H](CCCCN)n3cc([C@@H](N)CO)nn3)CC2)n1 (some centres not stated)	-6.9%	.
COc1cc2ncnc(NCc3ccc(C)cc3)c2cc1OC	1.4%	8
CCCn1c(/C=C/c2ccco2)nc2ccccc21	-2.0%	?
CN(C(=O)c1ccc(Cl)nc1)C1(c2ccccc2Cl)CCCCC1=O (configuration not stated)	-2.4%	6
COc1ccccc1NS(=O)(=O)c1ccc(NC(=O)Cc2cccs2)cc1	-2.9%	.
Cc1cc(C)nc(SCc2ccc(C(=O)N/N=C/c3ccccn3)cc2)n1	-2.2%	11
CCc1ccc(-c2cc(C(F)(F)F)n3nc(C(=O)Nc4c(C)nn(Cc5ccccc5C)c4C)cc3n2)s1	12%	12
Cc1nc2ccc(S(=O)(=O)NC(C(=O)N3CCCCCC3)C(C)C)cc2s1 (configuration not stated)	4.0%	17
S=C(Nc1ccccn1)NC1CCCCC1	2.6%	7
CCCC(=O)NC(=S)Nc1ccccc1C(=O)OC	-3.0%	.
CC1(C)CN(O)CCN1O	0.7%	-11
CNC(=O)C(=O)NCC1OCCN1S(=O)(=O)c1ccc2c(c1)OCCO2 (configuration not stated)	-4.6%	-10
C/C=C/C(=O)N1CC2(CC(c3cccc(NC(=O)CC(c4ccccc4)c4ccccc4)c3)=NO2)C[C@H]1C(N)=O (some centres not stated)	1.8%	-11
CC(=O)c1ccc(NC(=O)COC(=O)c2ccccc2Nc2ccccc2)cc1	-1.6%	-3
O=C(OC1CCN(c2ncc(C(F)(F)F)cc2Cl)CC1)c1ccccc1	-1.0%	.
CC1CCC(C(C)C)C(OC(=O)Cn2c(COc3ccccc3)[n+](C)c3ccccc32)C1 (configuration not stated)	-0.8%	-13
Cc1ccc(-c2noc(CSc3nnc(Cc4ccccc4)n3-c3ccc(Cl)cc3)n2)cc1	-2.4%	-9
Cc1c(C(=O)/C=C/c2cccs2)oc2ccc(F)cc12	0.9%	-8
N#C/C(=C\c1ccc(-c2ccccc2[N+](=O)[O-])o1)C(N)=O	-3.7%	0
O=C(c1cc(-c2ccccc2)on1)N1CCC2(CC1)OCCO2	-5.0%	0
CC(C)Cc1cc(C(=O)Nc2cc(Cl)ccc2Cl)no1	.	-9
O=C(Cc1ccc(F)cc1)Nc1cccc2cccnc12	6.5%	2
Cc1nnc(SCC(=O)N2CCN(C(=O)c3ccco3)CC2)n1-c1ccccc1	0.8%	4
O=c1c2cc(Cl)ccc2oc2nc3n(c(=O)c12)CCCS3	2.5%	-2

Fetched by structure from the entries so far, three records:
SMILES	GlmU inhibition	RmlCD inh 1536
Nc1ccc2c(c1)N1CCN=C1S2	4.9%	.
COc1cc2ncnc(NCc3ccc(C)cc3)c2cc1OC	1.4%	8
CN(C)CC(=O)Nc1ccc2cn[nH]c2c1	1.4%	.

The listing continues.
SMILES	GlmU inhibition	RmlCD inh 1536
O=C(c1ccccc1)N1CCN(CC(O)COC2CCCCC2)CC1 (configuration not stated)	2.3%	18
CC1CCN(c2ncnc3c2cnn3-c2ccccc2)CC1	1.0%	-5
COc1ccc(N2CCN(C(=O)CCS(=O)(=O)c3ccc(OC)cc3)CC2)cc1	1.5%	.
CCOCCCn1c(=S)[nH]c2cc(C(=O)NCCN(CC)CC)ccc2c1=O	3.7%	0
COc1cc(C)c(Cl)cc1S(=O)(=O)NCc1ccncc1	-2.2%	.
CCn1c(O)c(N=NC(=O)CNc2cccc(C)c2)c2ccccc21	-1.9%	6
COc1cc(C(=O)Nc2nc3ccccc3[nH]2)ccc1OC(F)F	-0.5%	-2
COc1ccc(OC)c(NC(=O)C2CCCN(S(=O)(=O)c3cccc4cccnc34)C2)c1 (configuration not stated)	2.1%	.
N#C/C(C(=O)NCc1ccco1)=C1/SC(Cc2ccc(Cl)cc2)C(=O)N1c1ccccc1 (configuration not stated)	-1.2%	10
CS(=O)(=O)c1ccc(C(=O)NC2CCCCC2)cc1	0.6%	4
N#C/C(=C\c1cn(-c2ccccc2)nc1-c1cccnc1)c1nnc2n1CCCCC2	0.3%	-9
Fc1ccc(CNc2ccc(CNc3ncn[nH]3)cc2)cc1	2.0%	.
CCNc1oc(-c2ccc(OC)cc2)nc1S(=O)(=O)c1ccc(Br)cc1	-1.0%	.
O=C(NC(Cc1ccccc1)C(=O)O)/C(=C\c1ccc(Cl)cc1)NC(=O)c1ccccc1 (configuration not stated)	2.4%	4
CC(=O)c1c(C)[nH]c(C(=O)NC(C)c2ccccc2)c1C (configuration not stated)	2.5%	-1
CCOC(=O)c1ccccc1NC(=O)N1CCn2c(C)ccc2C1CC (configuration not stated)	-4.4%	-5
CCCNC(=O)C(Sc1ccccc1)c1ccccc1 (configuration not stated)	-2.9%	-29
Cc1cccc(C)c1NC(=O)CSc1nnc(-c2ccoc2C)n1CCc1ccccc1	.	-1
CCOC(=O)C1=C(C)NC2=C(C(=O)c3ccccc32)C1c1cccnc1 (configuration not stated)	3.9%	.
CCCC(CCC)C(=O)NNc1cc(=O)c2c(=O)n(C)c(=O)n(C)c2[nH]1	.	5
O=C(COc1cccnc1[N+](=O)[O-])N1N=C(c2ccc(Cl)cc2)CC1c1ccco1 (configuration not stated)	0.4%	1
Cc1nc(SCC(=O)O)c(C#N)c2c1CCCC2	11%	-7
CN(Cc1cccs1)C(=O)CSc1nnnn1C	2.0%	2

Compound activity from PubChem BioAssay.

Some of the compounds tested (hit frequency here may not be typical).
